Assay outcomes: PubChem BioAssay, Small Molecule Screening Facility, UW Madison
RMI FANCM FP = inhibitors of human RMI core complex binding to FANCM MM2 | Fluorescence polarization, RMI core complex with F-MM2 peptide; stronger effect = lower value | FP signal (polarization) at 33 µM | actives 0.58% (n = 70,000); in the data active = FP signal below about 40; also: inactives centre near 61; strong numbers were not always called active; unit not given here
* marks the source's active call; other numbers are inactive results; & = joins results of further samples. Only part of the results is shown. The share of hits here may be higher or lower than overall.

entry | Compound | RMI FANCM FP
1 | O=C(Nc1cccc(-c2ccc3nnc(-c4cccs4)n3n2)c1)c1ccccc1 | 67
2 | Cc1ccc(N2C(=O)CCC2=O)c(C)c1 | 64
3 | Cc1ccc(N(C)NC(=O)NC(=O)c2c(F)cccc2Cl)nn1 | 56
4 | CN(C)c1ccc(CCNC(=O)C(=O)Nc2ccc3c(c2)OCO3)cc1 | 84
5 | CCOC(=O)N1CCN(S(=O)(=O)c2cccc3cccnc23)CC1 | 59
6 | Cc1ccc(NC(=S)NC(=O)c2ccc([N+](=O)[O-])cc2)nc1 | 62
7 | Cc1ccc(S(=O)(=O)NC(=O)NC2CCCc3ccccc32)cc1 (configuration not stated) | 60
8 | C=CCn1c(=NC(=O)c2ccc(S(=O)(=O)N3CC(C)OC(C)C3)cc2)sc2cc(OC)c(OC)cc21 (configuration not stated) | 100
9 | O=C(NC1(C(F)(F)F)Oc2ccccc2O1)c1ccc(Cl)cc1 | 67
10 | O=C1C(Cl)=C(Sc2ccccc2Br)C(=O)c2ccccc21 | 58
11 | Oc1ccc(Cl)cc1CNCC12CC3CC(CC(C3)C1)C2 | 72
12 | Fc1ccc(Cn2nnc(-c3ccc(Cl)cc3)n2)cc1 | 64
13 | CC(CCC(=O)O)[C@H]1CCC2C3CC[C@@H]4CC(=O)CC[C@]4(C)C3C=C[C@@]21C (some centres not stated) | 62
14 | Cc1c(S(=O)(=O)N(C)C2CCCCC2)c(=O)n(C)c(=O)n1C | 70
15 | CCSc1ccc(-c2ccco2)nn1 | 57
16 | CCc1c(C#N)c(SCc2c(C)noc2C)nc2c1C(=O)CC(C)(C)C2 | 73
17 | CN(C)CCNc1nc(S(=O)(=O)c2ccccc2)c(Cl)s1 | 70
18 | Cc1cc(Cl)ccc1OCCCC(=O)N=Nc1c(O)[nH]c2ccc(Br)cc12 | 13
19 | CCSC(=Nc1ccccc1)N1CCOCC1 | 60
20 | CC(=O)c1sc(NC(=O)c2cc(Cl)sc2Cl)nc1-c1ccccc1 | 67
21 | CCSc1nnc(NC(=O)CCn2c(=O)sc3ccccc32)s1 | 61
22 | COc1ccc(C)cc1NC(=O)C(=O)NCCCN1CCOC(c2ccccc2)C1 (configuration not stated) | 71
23 | O=C(CN(c1ccc(F)cc1)S(=O)(=O)c1cccnc1)N1CCc2ccccc21 | 68
24 | CCc1ccccc1N1C(=O)CC(N2CCN(Cc3ccccc3)CC2)C1=O (configuration not stated) | 60
25 | Cc1ccc(CNC(=O)c2ccc(=O)[nH]n2)cc1 | 51

Retrieved by structure from the list above (2):
entry | Compound | RMI FANCM FP
13 | CC(CCC(=O)O)[C@H]1CCC2C3CC[C@@H]4CC(=O)CC[C@]4(C)C3C=C[C@@]21C (some centres not stated) | 62
20 | CC(=O)c1sc(NC(=O)c2cc(Cl)sc2Cl)nc1-c1ccccc1 | 67

Continued:
entry | Compound | RMI FANCM FP
26 | COc1ccc(-c2csc(-c3c(C)noc3N)n2)cc1 | 53
27 | COc1ccc(-c2cc(C(=O)NC3CCCCC3C)c3c(C)nn(C4CCS(=O)(=O)C4)c3n2)cc1 (configuration not stated) | 79&96
28 | O=C(NCCSc1c(-c2ccccc2)[nH]c2ccccc12)c1ccc(-c2ccccc2)cc1 | 59
29 | CCOC(=O)Cc1csc(NC(NC(=O)OCC)(C(F)(F)F)C(F)(F)F)n1 | 52
30 | O=C(O)/C=C\C(=O)NCc1ccccc1 | 61
31 | O=C(NNc1ccc(C(F)(F)F)cn1)c1ccccc1Cl | 63
32 | O=C(Nc1ccc2c(c1)N(C(=O)C1CCCO1)CC2)c1ccc(F)cc1Cl (configuration not stated) | 67
33 | CC(C)N(Cc1ccc(N(C)C)cc1)S(=O)(=O)c1cccc(C(F)(F)F)c1 | 53
34 | O=C(N/N=C\c1ccccn1)c1cc(-c2c[nH]c3ccccc23)n[nH]1 | 98
35 | COc1ccc(Cl)c2sc(N(Cc3ccccc3)C(=O)c3ccnn3C)nc12 | 100
36 | NS(=O)(=O)c1ccc(-n2ncc3ccccc3c2=O)cc1 | 61
37 | O=C(O)CCC(=O)NCCn1c(-c2ccccc2)csc1=Nc1ccccc1 | 61
38 | Cc1cc(NC(=O)CC2CCCCC2)n(-c2nc3c(cnn3-c3ccc(C)c(C)c3)c(=O)[nH]2)n1 | 66
39 | O=C(Cn1nc(-c2ccccc2)c2sc(N3CCCC3)nc2c1=O)c1ccccc1 | 72
40 | COc1ccc2nc(-c3ccc(F)c(NC(=O)c4c(OC)cccc4OC)c3)cn2n1 | 77
41 | CCOC(=O)N1CCc2c(sc(NC(=O)Cc3ccccc3)c2C(=O)c2ccc(OC)cc2)C1 | 59
42 | CC(=O)N1CCc2ccc(NC(=O)COc3ccc(Cl)cc3Cl)cc2C1 | 51
43 | COCCCNc1nc(N)c([N+](=O)[O-])c(NC2CCCCC2)n1 | 55
44 | C=CCn1c(SCc2c(C)noc2C)nc2sc(C)c(C)c2c1=O | 65
45 | O=C(CSc1nnc(C2CCCCC2)n1-n1cccc1)NCc1ccccc1 | 53
46 | COCCNC(=O)Cn1cc(-c2nnc(-c3ccco3)o2)c2ccccc21 | 72
47 | CCOC(=O)c1cnc2c(c(C)nn2C)c1NCc1ccco1 | 60
48 | CN(C)/C=C/C(=O)c1cc(-c2ccccc2)no1 | 64
49 | O=c1ccc(-c2ccco2)nn1CCCNS(=O)(=O)Cc1ccccc1 | 86
50 | COc1ccc(-c2[nH]ncc2/C=N\Nc2cnc3ccccc3n2)cc1 | 68

4 entries out of the list above, ordered by their value in RMI FANCM FP, lowest first:
entry | Compound | RMI FANCM FP
29 | CCOC(=O)Cc1csc(NC(NC(=O)OCC)(C(F)(F)F)C(F)(F)F)n1 | 52
32 | O=C(Nc1ccc2c(c1)N(C(=O)C1CCCO1)CC2)c1ccc(F)cc1Cl (configuration not stated) | 67
49 | O=c1ccc(-c2ccco2)nn1CCCNS(=O)(=O)Cc1ccccc1 | 86
35 | COc1ccc(Cl)c2sc(N(Cc3ccccc3)C(=O)c3ccnn3C)nc12 | 100

Other compounds:
entry | Compound | RMI FANCM FP
51 | CCOc1cccc2sc(NC(=O)c3cc(C)nn3CC)nc12 | 67
52 | O=C(C1CCN(c2ccc(-c3ccccc3)nn2)CC1)N1CCN(Cc2ccccc2)CC1 | 62
53 | O=C(NC(=S)NC1CCS(=O)(=O)C1)c1ccc(Br)cc1 (configuration not stated) | 60
54 | COc1ccccc1N1CCN(CCNS(=O)(=O)c2ccc3c(c2)CCCC3)CC1 | 62
55 | O=C(NC(=O)c1ccc(F)c(Cl)c1)Nc1nnc(C(F)(F)F)s1 | 64
56 | Cc1ccc(S(=O)(=O)N2CCN(CCOC(=O)CCC(=O)O)CC2)cc1 | 69
57 | CCCCNC(=O)COc1c(C)cc(Br)cc1C | 67
58 | O=C(Nc1nc2ccsc2c(=O)s1)c1ccc(F)cc1Cl | 56
59 | O=C(CSc1nc2c(c(=O)[nH]1)CN(Cc1ccc(F)cc1)CC2)Nc1ccc(F)c(Cl)c1 | 65
60 | CN1CCCC(n2nc(Cc3ccc(Cl)cc3)c3ccccc3c2=O)CC1 (configuration not stated) | 65
61 | COC(=O)c1ccc(S(=O)(=O)Nc2ccc(N3CCOCC3)cc2)n1C | 54
62 | O=C(Cc1cccs1)NCCn1ncc2c(=O)n(Cc3cccc(Cl)c3)cnc21 | 71
63 | O=C(O)CC(NC(=O)Nc1ccccc1)c1ccsc1 (configuration not stated) | 53
64 | O=C1CCCC(=O)N1CCS(=O)(=O)N1CCN(Cc2ccc3c(c2)OCO3)CC1 | 62
65 | Cn1cccc1Cc1n[nH]c(=S)n1-c1ccccc1 | 54
66 | CCCCOc1ccc(S(=O)(=O)NCCc2cn3cccc(C)c3n2)cc1 | 61
67 | O=C(NCc1cccs1)c1cc(F)cc2c1OCOC2 | 61
68 | CN1CCN(C(CNC(=O)c2ccc(Br)o2)c2ccc3c(c2)CCN3C)CC1 (configuration not stated) | 55
69 | CCOC(=O)C(CC)n1cnc2c(cnn2-c2ccccc2)c1=O (configuration not stated) | 60
70 | COc1ccc(-c2cc3c(SCC(=O)Nc4cc(C)ccc4OC)nccn3n2)cc1 | 74
71 | CC(=O)O[C@@H]1CC2C(C)(C)C(=O)C3OC3[C@]2(C)C2CC[C@@]3(C)[C@H](c4ccoc4)OC(=O)C4OC43[C@@]21C (some centres not stated) | 61
72 | CCOC(=O)/C(C#N)=C/Nc1ccc2oc3ncccc3c(=O)c2c1 | 51
73 | COc1ccc(C(CNC(=O)c2ccc([N+](=O)[O-])cc2)N2CCN(C)CC2)cc1 (configuration not stated) | 54
74 | FC(F)(F)c1ccc(SCc2ccc(-c3ncns3)cc2)nc1 | 62
75 | CC(C)CCCC(C)[C@H]1CCC2C3CC=C4C[C@@H](O)CC[C@]4(C)C3CC[C@@]21C (some centres not stated) | 65
76 | Cc1ccc(-c2cc(CNC(=O)c3cc(=O)c4ccccc4o3)no2)cc1 | 52
77 | CCCc1[nH]n(C)c(=O)c1C(=O)c1cc2ccccc2s1 | 45
78 | CN1CCN(C(CNC(=O)C(=O)NCc2ccc3c(c2)OCO3)c2ccc3c(c2)CCCN3C)CC1 (configuration not stated) | 65&61
79 | CCOc1ccc(-c2cc(=O)n(CC(=O)Nc3cccnc3)cn2)cc1 | 68
80 | CC(C)(C)c1csc(CN2CCN(C(=O)c3ccc([N+](=O)[O-])o3)CC2)n1 | 61
81 | CC(C)c1nnc(SCC(=O)Nc2ccc3c(c2)OCO3)c2c1cnn2-c1ccc(F)cc1 | 82
82 | CNC(=O)NCc1c(N(C)C)cccc1N(C)C | 47
83 | NS(=O)(=O)c1ccc(NC(=O)c2ccc(Cl)s2)cc1 | 62
84 | CC(=O)c1cc2ccccc2o1 | 48
85 | O=C(Cc1csc(Nc2cccc(Cl)c2)n1)N1CCN(c2ncccn2)CC1 | 65
86 | COc1ccc(-c2nc(COc3ccc4nonc4c3)no2)cc1 | 50
87 | CCOC(=O)c1c(-c2ccc(F)cc2)csc1NC(=O)CSc1nc2scc(-c3ccco3)c2c(=O)n1-c1ccccc1 | 87
88 | COc1cn2c(cc1=O)C(=O)N(CCNC(=O)c1ccc(Br)o1)CC2 | 63
89 | COc1ccc(-c2nnc(NC(=O)C3CCCCC3)o2)cc1OC | 55
90 | C=CCn1c(=NC(=O)/C=C/c2cccs2)sc2cc(S(N)(=O)=O)ccc21 | 68
91 | Cc1cc(C)n(C(=O)c2sccc2S(=O)(=O)N2CCN(c3ccc(Cl)cc3)CC2)n1 | 62
92 | Cc1ccc(F)cc1N1C(=O)COCC1=O | 66
93 | CCOC(=O)c1ccccc1NC(=O)CSc1nc2c(oc3ccccc32)c(=O)n1CCC(C)C | 56
94 | CNC(=O)N(C1=NCC(C)S1)c1ccc(Cl)cc1 (configuration not stated) | 53
95 | O=C(NN=C1C2CCCC1CC(C(=O)O)C2)c1ccccc1 (configuration not stated) | 61
96 | Cc1ccc(N2CCCS2(=O)=O)cc1NC(=O)C(=O)Nc1ccc(C(N)=O)cc1 | 50
97 | Cc1ccccc1-n1nc2c(c1NC(=O)c1c(F)cccc1F)CS(=O)C2 (configuration not stated) | 61
98 | O=C(c1ccccc1)c1ccccc1NC(=O)C1CCCN1Cc1ccccc1 (configuration not stated) | 57
99 | NCCn1ncc2c(=O)n(Cc3cccc([N+](=O)[O-])c3)cnc21 | 71
100 | O=C(NCCOc1ccc2nnc(-c3ccccc3Cl)n2n1)NCc1ccccc1 | 67

Next structures follow:
entry | Compound | RMI FANCM FP
101 | Cc1c(CC(=S)N2CCOCC2)sc2ccc(Cl)cc12 | 49
102 | O=C(ONC(=O)c1ccco1)c1ccc(Cl)cc1 | 53
103 | CC(C)n1c(CN2CCCCC2)nc2ccccc21 | 68
104 | O=C(/C=C\c1ccccc1)N1CCCC(c2nnc(-c3cccs3)o2)C1 (configuration not stated) | 64
105 | O=C(c1ccccc1)N1CCCc2ccc(NS(=O)(=O)c3cccc(F)c3)cc21 | 58
106 | CCS(=O)(=O)Nc1ccc2c(c1)CN(C(=O)C(C)C)CC2 | 76
107 | Cc1nc2c(sc3ccccc32)c(=O)n1CC(=O)Nc1ccccc1C(F)(F)F | 111
108 | O=C1CCCc2c1ccc1c3c(ccc21)C(=O)CCC3 | 53
109 | CCc1cccc(Nc2c(C(=O)N3CCOCC3)cnc3ccccc23)c1 | 67
110 | O=C(O)c1ccc(-c2ccc(Cl)cc2[N+](=O)[O-])o1 | 54
111 | CC(C)c1ccc(NC(=O)c2cccc(-n3cnnn3)c2)cc1 | 62
112 | COc1ccc(Cn2cnc3c4ccccc4n(CC(=O)Nc4cccc(C(C)=O)c4)c3c2=O)cc1 | 105
113 | COc1cc(S(=O)(=O)Nc2cccnc2)c(OC)cc1Br | 63
114 | COc1ccc(CC(=O)OCc2cc(-c3ccc(C)cc3)on2)cc1OC | 55
115 | O=C(Cc1csc(Nc2ccccc2)n1)NCCc1c[nH]c2ccccc12 | 61
116 | CCCc1cc(=O)oc2cc(OCC(=O)OCC(=O)c3ccc(Cl)cc3)ccc12 | 55
117 | O=C(Nc1ccccc1)N1CCCC1c1cccs1 (configuration not stated) | 53
118 | O=C(c1nccnc1-c1nc2ccccc2s1)N1CCc2ccccc21 | 68
119 | CN1CCCc2cc(C(CNC(=O)C(=O)NC3CCCCCC3)N(C)C)ccc21 (configuration not stated) | 59
120 | COC(=O)c1cn(CC(=O)Nc2cc(Cl)ccc2C)c2nc(C)ccc2c1=O | 65
121 | Cn1cnnc1SCc1cc(=O)c(O)co1 | 73
122 | CC(CCc1ccccc1)NS(=O)(=O)c1cc2c3c(c1)C(C)C(=O)N3CCC2 (configuration not stated) | 56
123 | COc1ccc2c(=O)c(Oc3ccc(C(=O)NCCc4cccs4)cc3)coc2c1 | 86
124 | Nc1ncnc2c1ncn2[C@@H]1O[C@H](COP(=O)(O)O)[C@@H](O)[C@H]1O | 60
125 | CCOC(=O)N1CCN(c2ncnc3c2nnn3-c2cccc(F)c2)CC1 | 55

Down the list, as entered above:
RMI FANCM FP for entries 114–121 → 55, 61, 55, 53, 68, 59, 65, 73

Other results:
entry | Compound | RMI FANCM FP
126 | O=S(=O)(NCCN1CCOCC1)c1ccc(I)cc1 | 61
127 | Cc1ccc(C(=O)CSc2ncnc3sc4c(c23)CCCC4)s1 | 119
128 | O=C(Nc1nc(-c2cc3ccccc3oc2=O)cs1)c1cc(-c2cccs2)nc2ccccc12 | 62
129 | COc1ccc(NC(=O)c2ccc(S(=O)(=O)N3CCCCC3)cc2)cc1OC | 69
